High-throughput results as filed in PubChem.
Integrin act MD – activators of alpha7 integrin expression for muscular dystrophy; AID 624291; alpha7betagal myoblasts, beta-gal FDG fluorescence, 48 h; Potency, µM (doses to about 38.3 µM), for inactives: at the top dose activation, actives largely listed as activators; actives 0.064% (n = 350,000); active = well fitted activation curve with a large enough effect;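 note: 100% = response of the positive control SU9516; nearly all actives have a fitted effect of over 60% in size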
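Alpha7betagal+/- myoblasts (passage 13) were plated 16-24 hr, then exposed to compounds (1:260 dilution of DMSO stock) for 48 hours at 37C. After MPER lysis, β-galactosidase reporter activity was read as FDG fluorescence (ex 480/em 540) after 30 minutes.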
* marks the source's active call; other numbers are inactive results; [ ] = another dose, or the depositor's remark. Potency is the fitted concentration of half-maximal effect. An excerpt; the hit share may differ from the screen's.

SMILES	Integrin act MD
COc1ccc(OC)c(C2=CC(=O)C[C@H](c3ccc(F)cc3)C2)c1	-18.0%
CC(C)(C)c1ccc(-n2ncc3c2CCCC3NC(=O)CCC2=NNC(=O)CC2)cc1 (stereo not drawn)	-24.3%
C[C@H]1CN([C@@H](C)CO)S(=O)(=O)c2ccc(Br)cc2O[C@H]1CN(C)C(=O)NC1CCCCC1	5.1%
Cc1cc(C)c(NC(=S)NC(=O)c2ccccc2)cc1C	1.1%
CCCCCC(=O)N1C[C@H](n2cc(COC(=O)c3ccccc3)nn2)[C@@H](O)C[C@@H]1c1ccc(C)cc1	21.2%
COc1ccc(/C=C(/NC(=O)c2ccc(Br)o2)C(=O)Nc2cccc(C(=O)O)c2)cc1	9.9%
CCC/C=C/c1ccc(CN2C(C(C)C)C(=O)N(Cc3cn(CCC4OCCO4)nn3)CCS2(=O)=O)cc1 (stereo not drawn)	-32.3%
CC1CCCCC1NC(=O)CCn1c(=S)[nH]c2ccccc2c1=O (stereo not drawn)	-0.9%
Cc1cc(C)n2[nH]c(=O)cc2n1	-3.3%
Cc1ccc2c(=O)n3c(nc2c1)C(Cc1ccc(O)cc1)NC(=O)c1cccnc1-3 (stereo not drawn)	14.6%
COc1cc(C(C)n2nnc3ccccc32)ccc1O (stereo not drawn)	-8.3%
Nc1ncnc(N)c1NC(=O)c1ccc(OCc2ccccc2)cc1	-4.3%
CCCCNc1nc2c(c(=O)[nH]c(=O)n2C)n1CCCc1ccccc1	-1.9%
CC(C)COC(=O)N(C)C[C@@H]1OCc2cnnn2CCCC(=O)N([C@H](C)CO)C[C@H]1C	14.1%
Clc1ccc(NN(Cc2ccncc2)c2ccc(Cl)cc2)cc1	-43.8%
COc1ccc(-c2nc(S(=O)(=O)c3ccccc3)c(N3CCCC3)o2)cc1	-5.4%
O=C(Cn1ncc2ccccc2c1=O)Nc1cccc(C(F)(F)F)c1	2.9%
CC1(c2cccc(Br)c2)NC(=O)N(CC(=O)c2ccc3c(c2)OCO3)C1=O (stereo not drawn)	22.3%
COc1cccc(NC(=O)CN(C)C(=O)/C=C/c2ccc(S(=O)(=O)N3CCCCCC3)cc2)c1	-21.7%
CCOC(=O)C1=C(C#N)C(C(=O)OCC)c2ncccc21 (stereo not drawn)	6.9%
COCCCn1c(SCC(=O)c2c(N)n(C3CC3)c(=O)[nH]c2=O)nnc1-c1ccccc1Cl	14.9%
C[C@H](CO)N1C[C@H](C)[C@@H](CN(C)Cc2ccccc2)OCc2cnnn2CCCC1=O	7.5%
CCCc1c(C(=O)N/N=C(\C)c2ccccn2)nnn1-c1nonc1N	-18.3%
O=C(O)CN1C(=O)C=CC1=O	-11.0%
Cc1c(N2CCCCC2)[nH]c2ccccc12	-4.3%
Cc1ccc([C@H]2C[C@H](O)[C@@H](n3cc(-c4ccc(F)cc4)nn3)CN2Cc2cccs2)cc1	7.3%
CC(Sc1ccc(S(=O)(=O)N2CCN(C)CC2)cn1)C(=O)NC1CCCC(C)C1C (stereo not drawn)	-17.1%
Cc1ccc(C(=O)Nc2nc(-c3ccc4c(c3)OCCO4)cs2)o1	11.3%
COc1ccccc1-c1ccc([C@@H]2C[C@H]3[C@H](CON3C)CN2C(=O)c2ccc(-c3ccccc3)cc2)cc1	-0.6%
COCCN(C(=O)CSc1nnc(-c2ccc(F)cc2)n1N)c1c(N)n(CC(C)C)c(=O)[nH]c1=O	6.5%
CCCc1cc(C(=O)Nc2cccc(-c3nn[nH]n3)c2)sc1C	5.5%
O=C(C1CCCCC1)N1C[C@H](n2cc(C3CC3)nn2)[C@@H](O)C[C@@H]1c1ccccc1	-17.4%
O=c1[nH]nc(-c2cc(-c3ccccc3)nc3ccccc23)o1	-35.4%
Cc1cccc(NC(=O)c2ncn3c2C(=O)NC[C@H]3C)c1	41.8%
Cc1ccc(C(=O)OCC(=O)Nc2cccc(S(=O)(=O)N3CCCCC3)c2)s1	-2.8%
O=C(c1ccco1)N1CCN(c2ncnc3scc(-c4ccc(Cl)cc4)c23)CC1	-2.4%

A stretch from further up, for reference:
SMILES	Integrin act MD
CCCc1cc(C(=O)Nc2cccc(-c3nn[nH]n3)c2)sc1C	5.5%
O=C(C1CCCCC1)N1C[C@H](n2cc(C3CC3)nn2)[C@@H](O)C[C@@H]1c1ccccc1	-17.4%
O=c1[nH]nc(-c2cc(-c3ccccc3)nc3ccccc23)o1	-35.4%
Cc1cccc(NC(=O)c2ncn3c2C(=O)NC[C@H]3C)c1	41.8%
Cc1ccc(C(=O)OCC(=O)Nc2cccc(S(=O)(=O)N3CCCCC3)c2)s1	-2.8%
O=C(c1ccco1)N1CCN(c2ncnc3scc(-c4ccc(Cl)cc4)c23)CC1	-2.4%

The listing continues.
SMILES	Integrin act MD
Cc1cc(F)ccc1S(=O)(=O)N1CCCOC1CNC(=O)C(=O)NCCc1ccco1 (stereo not drawn)	-7.1%
Cc1ccc(-c2nn3c(-c4ccccc4)nnc3o2)cc1	3.2%
CC1(CSc2ccccc2)CC(=O)N1 (stereo not drawn)	-6.9%
O=C(NCCS(=O)(=O)N1CCN(c2ccccc2)CC1)C12CC3CC(CC(C3)C1)C2	-19.4%
CC(C)CC1C(=O)N(Cc2cn(CC3CCCCC3)nn2)CCS(=O)(=O)N1Cc1ccc(-c2ccc(Cl)cc2)cc1 (stereo not drawn)	12.9%
COc1ccc(CN2CCNC(=O)C2CC(=O)N(C)C2CCOCC2)cc1OC (stereo not drawn)	-5.0%
Cc1ccc(C(=O)N2CCC(N3CCC(C(=O)N4CCOCC4)CC3)CC2)cc1	-0.2%
COc1cccc(/C=C/C(=O)OCC(=O)NC2CCCCCC2)c1	-10.4%
COc1ccc([C@H]2N[C@]3(CCCN(Cc4ccc(C(F)(F)F)cc4)C3=O)[C@H]3C(=O)N(C)C(=O)[C@@H]23)cc1	-24.6%
COC(=O)C1CCN(S(=O)(=O)c2c[nH]c(=O)[nH]c2=O)CC1	17.2%
CN(c1ccccc1)S(=O)(=O)c1ccc(C(=O)N2CCN(c3ccccc3)CC2)cc1	-8.4%
C[C@H](CO)N1C[C@H](C)[C@H](CN(C)C(=O)Nc2ccc(N3CCN(C)CC3)cc2)OCc2cnnn2CCCC1=O	12.8%
Cc1ccc(S(=O)(=O)NN=C2CC(C)(C)OC2(C)C)cc1	12.2%
COc1cc2nc(CN3CCN(S(=O)(=O)c4ccccc4[N+](=O)[O-])CC3)[nH]c(=O)c2cc1OC	-5.4%
COc1ccccc1NC(=O)c1ccccc1SCC(=O)N1CCCC1	-4.2%
COc1cc(C(=O)N(C)C2CCCCC2)cc(OC)c1OC	7.5%
CCN1C(=O)[C@H]2[C@@H](c3ccc(OC)cc3)N[C@]3(CCCN(Cc4ccc(C(F)(F)F)cc4)C3=O)[C@H]2C1=O	-2.2%
CN(C(=O)COC(=O)c1c[nH]c2ccccc12)c1ccccc1	-8.5%
C[C@@H]1CN([C@H](C)CO)C(=O)c2cc(Br)cnc2O[C@H]1CN(C)C(=O)Nc1ccccc1F	27.5%
CC(C)(C)c1cc(NC(=O)COC(=O)c2ccccc2O)n(-c2ccccc2)n1	8.9%
Cc1ccc(CN(C)C[C@@H]2OCc3cnnn3CCCC(=O)N([C@H](C)CO)C[C@H]2C)cc1	8.2%
CN1CCN(S(=O)(=O)c2ccc(F)cc2)CC1	11.0%
O=C(NCc1ccc(F)cc1)c1cc(-c2ccccn2)nc2ccc(S(=O)(=O)N3CCOCC3)cc12	-1.0%
Cc1ccc(NC(=O)CN(C)C(=O)COc2ccc(Br)cc2)cc1	-0.4%

In the list so far, these contain bromine:
SMILES	Integrin act MD
C[C@H]1CN([C@@H](C)CO)S(=O)(=O)c2ccc(Br)cc2O[C@H]1CN(C)C(=O)NC1CCCCC1	5.1%
COc1ccc(/C=C(/NC(=O)c2ccc(Br)o2)C(=O)Nc2cccc(C(=O)O)c2)cc1	9.9%
CC1(c2cccc(Br)c2)NC(=O)N(CC(=O)c2ccc3c(c2)OCO3)C1=O (stereo not drawn)	22.3%
C[C@@H]1CN([C@H](C)CO)C(=O)c2cc(Br)cnc2O[C@H]1CN(C)C(=O)Nc1ccccc1F	27.5%
Cc1ccc(NC(=O)CN(C)C(=O)COc2ccc(Br)cc2)cc1	-0.4%

More entries
SMILES	Integrin act MD
NS(=O)(=O)c1ccc(CCNC(=O)COC(=O)Cc2ccc(Cl)cc2)cc1	-3.0%
Cc1ccccc1S(=O)(=O)N(C)C[C@@H]1OCc2cnnn2CCCC(=O)N([C@@H](C)CO)C[C@H]1C	0.2%
C[C@@H]1CN([C@H](C)CO)C(=O)CCCn2cc(nn2)CO[C@H]1CN(C)C(=O)Nc1cccc2ccccc12	6.6%
Cc1ccc(C(=O)OCC(=O)NCc2ccc(Cl)cc2)s1	-2.0%
CCCCN1C(=O)C(CC(=O)NC2CCCC2)CC(C(=O)N(C(C)C)C(C)C)=C1C (stereo not drawn)	2.9%
COc1ccc(Cl)cc1NC(=O)NNC(=O)C(=O)Nc1ccc(F)cc1	18.0%
C[C@@H]1CN([C@@H](C)CO)C(=O)CCCn2cc(nn2)CO[C@H]1CN(C)S(=O)(=O)c1ccc2ccccc2c1	19.3%
COc1ccc(N(CC(=O)NC2CC3CCC2C3)S(=O)(=O)c2ccc(C)cc2)cc1Cl (stereo not drawn)	-13.8%
CCOC(=O)c1ccc(NC(=O)c2nc[nH]c2C(=O)NC[C@@H](C)O)cc1	44.2%
CC1C(=O)N(Cc2cn(CCC3OCCCO3)nn2)CCS(=O)(=O)N1Cc1ccc(-c2ccc(F)cc2)cc1 (stereo not drawn)	-20.3%
O=C(CCc1ccc(O)cc1)NN=Cc1cc(Br)ccc1O	-56.0%[inhibitor]
COCC(=O)Nc1ccc2c(c1)[C@@H]1C[C@H](CC(=O)NCc3ccccc3)O[C@@H](CO)[C@@H]1O2	3.2%
O=C(OC1C2C=CC1C1C(=O)NC21)c1ccccc1 (stereo not drawn)	12.0%
C(=NN=Cc1c[nH]c2ccccc12)c1c[nH]c2ccccc12	-12.0%
Cc1onc(-c2ccccc2)c1C(=O)OCC(=O)c1ccc(F)cc1	4.8%
Cc1cc(NC(=O)c2cc3cc([N+](=O)[O-])ccc3s2)no1	17.5%
COc1ncnc2c1ncn2CCCNCCCN1CCCC1=O	-10.0%
C#CCN(C[C@H]1[C@H](OC(=O)NCc2ccco2)[C@H](OC(=O)NCc2ccco2)C[C@@H](C(=O)OC)[C@H]1C(=O)OC)S(=O)(=O)c1ccc(C)cc1	-32.5%
CCOC(=O)CCCCCC(=O)Nc1ccc2c(c1)C(=O)N([C@@H](C)CO)C[C@H](C)[C@H](CN(C)C(=O)Nc1ccc(F)cc1)OCCCC[C@H](C)O2	10.9%
CN(C)Cc1ccccc1CNC(=O)c1cccc(S(=O)(=O)Nc2ccc3c(c2)OCO3)c1	-9.6%
CC(=O)N1CCOc2ccc(S(=O)(=O)NC[C@H]3O[C@@H](n4ccc(N)nc4=O)[C@H](O)[C@@H]3O)cc21	8.5%
COCOCCn1cc(CN2CCS(=O)(=O)N(Cc3ccc(-c4cccc(CO)c4)cc3)C(CC(C)C)C2=O)nn1 (stereo not drawn)	13.0%
CC1C(=O)N(Cc2cn(CCC3OCCCO3)nn2)CCS(=O)(=O)N1Cc1ccc(-c2ccc(Cl)nc2)cc1 (stereo not drawn)	-11.7%
CCCNCC(=O)Nc1sc2c(c1C(=O)Nc1c(C)n(C)n(-c3ccccc3)c1=O)CCCC2	-13.3%
COC(=O)C[C@H]1C[C@@H]2c3cc(NS(=O)(=O)c4cccc(OC)c4)ccc3O[C@@H]2[C@@H](CO)O1	-2.5%
Cc1ccc(S(=O)(=O)CCC(=O)OCC(=O)Nc2cccc(S(=O)(=O)N3CCCCC3)c2)cc1	5.1%
O[C@@H]1C[C@H](c2ccc(Cl)cc2)N(Cc2cccs2)C[C@H]1n1cc(C2CC2)nn1	15.5%
COCC1CCN(C(=O)c2cc(COc3ccc(F)cc3Cl)on2)C1 (stereo not drawn)	-7.2%
CCOc1ccc(NC(=O)COC(=O)c2c[nH]c3ccccc23)cc1	7.7%
CCOc1ccc(NC(=O)c2ccc3c(c2)S(=O)(=O)N=C2CCCCCN23)cc1	21.8%
O=C(N/N=C/c1ccc(N2CCOCC2)s1)c1ccc(O)cc1	-18.7%
O=Cc1ccc2c(c1)OCCOCCOCCOCCO2	-13.2%
CC(=Cc1cccs1)C(=O)c1ccccc1	-7.0%
N#Cc1ccccc1S(=O)(=O)N1CCN(c2nc(-c3ccccc3)nc3ccccc23)CC1	4.0%
O=C(CCNC(=O)c1ccc([N+](=O)[O-])cc1)Nc1cc(C(F)(F)F)ccc1N1CCOCC1	-14.6%
C[C@H]1CN([C@@H](C)CO)C(=O)CCCn2nncc2CO[C@@H]1CN(C)C(=O)Cc1ccccc1	6.4%
Cc1ccc(S(=O)(=O)NCN2C(=O)c3ccccc3C2=O)cc1	12.3%
C[C@@H]1CN([C@H](C)CO)C(=O)CCCn2nncc2CO[C@H]1CN(C)S(=O)(=O)c1ccc(Oc2ccccc2)cc1	-8.5%
O=C(C1CC=CCC1)N1CCCCCC1 (stereo not drawn)	-12.8%
Cc1cc(NC(=O)COC(=O)CCn2c(C)csc2=O)c([N+](=O)[O-])cc1C	5.0%
O=C1c2cccc3cccc(c23)C(=O)N1Cc1ccccn1	14.8%
COCC(=O)Nc1ccc2c(c1)[C@@H]1C[C@H](CC(=O)NCc3cccc(F)c3)O[C@@H](CO)[C@@H]1O2	1.2%
C[C@@H]1CN([C@@H](C)CO)C(=O)CCCn2nncc2CO[C@H]1CN(C)C(=O)Nc1ccnc(N2CCOCC2)c1	19.9%
COc1cc(OC)c(NC(=O)CC2SC(N)=NC2=O)cc1Cl (stereo not drawn)	15.0%
CN(CC(=O)Nc1ccc(F)c(F)c1F)C(=O)C1(c2ccccc2)CC1	-2.9%
CC1=C(C(=O)N2CCOCC2)CC(CC(=O)NCc2ccco2)C(=O)N1CCC1=CCCCC1 (stereo not drawn)	-20.4%
CC(C)c1cc(C(F)(F)F)nc(NNc2nc(C(C)C)cc(C(F)(F)F)n2)n1	-8.0%
COc1cccc(C(=O)NC2CC3CCCC(C2)N3Cc2ccc(F)cc2)c1 (stereo not drawn)	3.1%
